Screens as filed in PubChem BioAssay.
WRN helicase inh = qHTS for Inhibitors of WRN Helicase | Bifunctional 3'-5' exonuclease/ATP-dependent helicase WRN (Homo sapiens), Q14191 | WRN helicase unwinding, fluorescent forked duplex, kinetic | Potency, µM (top dose mostly 114 µM), for the others: at the top dose activity change, negative = inhibition, actives largely listed as inhibitors | actives 0.46% (n = 360,000) | AID 651768, 2012; note: potency is the fitted concentration of half-maximal effect; % is set by controls: 0 for no effect and ±100 for the full control effect; nearly all actives have a fitted effect of over 55% in size
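Enzyme (20 nM final) and test compound sit together 15 min at room temperature before substrate addition. Substrate is a single-forked duplex oligonucleotide (100 nM) labelled with fluorophore and quencher, with 2 mM ATP; helicase unwinding raises red fluorescence, read kinetically.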
EPAC1 ag = qHTS for Agonist of cAMP-regulated guanine nucleotide exchange factor 3 (EPAC1): primary screen | Rap guanine nucleotide exchange factor 3 (Homo sapiens), O95398 | EPAC1 agonist qHTS, biochemical assay; response scale: 100% = response to 6.5 mM cAMP | Potency, µM (highest dose often 154 µM), for inactives: at the top dose activation, usual class: activators | actives 0.073% (n = 360,000) | AID 720707, 2013; note: potency is the fitted concentration of half-maximal effect; nearly all actives have a fitted effect of over 60% in size
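Compounds were pinned as a concentration titration into mixtures of EPAC1 (100 nM), BODIPY-GDP-loaded Rap1B (250 nM) and GDP (50 uM). After 5 min at room temperature, fluorescence was followed for 30 min; activity was scaled to 6.5 mM cAMP.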
CCT modulator = High-Throughput Screening for Modulators of Cytosolic Chaperonin Activity. purified chaperonin ATPase assay, HTRF ADP detection, 30 min. activity change, % (test concentration not listed), hits read low. actives 0.3% (n = 360,000); in the data active = activity change below about -30%; note: % is set by controls: 0 for no effect and ±100 for the full control effect
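ATPase activity: ADP formed was measured by HTRF Transcreener (665/615 nm ratio) after 30 min at 37 deg C with 10 uM ATP. Compounds screened at one 76 uM concentration against 40 or 20 nM TRiC in Tris pH 7.4/KCl/MgCl2/DTT buffer.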
PI5P4Ka inh = qHTS for Inhibitors of phosphatidylinositol 5-phosphate 4-kinase (PI5P4K); actives 1.2% (n = 330,000); max response, %; PI5P4Kalpha enzyme, ADP-Glo luminescence, 60 min; hits give low values; active = max response of -50% or lower; inconclusive = between -30% and -50%; inactive = -30% or higher; note: value at the top dose of about 77 µM; % is set by controls: 0 for no effect and ±100 for the full control effect
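Luminescence from ADP-Glo served as readout of PI5P4Kalpha activity in a qHTS format. Reaction: enzyme, substrate, compound, ATP at 5 microM final, 60 min at RT.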
PLK1 PBD block = qHTS for Inhibitors of PLK1-PDB (polo-like kinase 1 - polo-box domain): Primary Screen. Serine/threonine-protein kinase PLK1 (Homo sapiens), P53350. Plk1 PBD binding of FITC phosphopeptide, fluorescence polarization. Potency, µM, inactives show max response, negative = inhibition, actives largely listed as inhibitors. actives 2.8% (n = 360,000); note: potency is the fitted concentration of half-maximal effect; series mostly up to about 57 µM; % is set by controls: 0 for no effect and ±100 for the full control effect; nearly all actives have a fitted effect of over 65% in size
EPAC2 agonist = qHTS for Agonist of cAMP-regulated guanine nucleotide exchange factor 4 (EPAC2): primary screen; Rap guanine nucleotide exchange factor 4 (Homo sapiens), Q8WZA2; EPAC2 activation, biochemical qHTS; response scale: 100% = 6.5 mM cAMP response; Potency, µM (top dose mostly 154 µM), without a hit: at the highest dose activation, hits mostly activators; actives 0.079% (n = 360,000); note: potency is the fitted concentration of half-maximal effect; nearly all actives have a fitted effect of over 50% in size
Target sequence (Q8WZA2 whole entry, looked up): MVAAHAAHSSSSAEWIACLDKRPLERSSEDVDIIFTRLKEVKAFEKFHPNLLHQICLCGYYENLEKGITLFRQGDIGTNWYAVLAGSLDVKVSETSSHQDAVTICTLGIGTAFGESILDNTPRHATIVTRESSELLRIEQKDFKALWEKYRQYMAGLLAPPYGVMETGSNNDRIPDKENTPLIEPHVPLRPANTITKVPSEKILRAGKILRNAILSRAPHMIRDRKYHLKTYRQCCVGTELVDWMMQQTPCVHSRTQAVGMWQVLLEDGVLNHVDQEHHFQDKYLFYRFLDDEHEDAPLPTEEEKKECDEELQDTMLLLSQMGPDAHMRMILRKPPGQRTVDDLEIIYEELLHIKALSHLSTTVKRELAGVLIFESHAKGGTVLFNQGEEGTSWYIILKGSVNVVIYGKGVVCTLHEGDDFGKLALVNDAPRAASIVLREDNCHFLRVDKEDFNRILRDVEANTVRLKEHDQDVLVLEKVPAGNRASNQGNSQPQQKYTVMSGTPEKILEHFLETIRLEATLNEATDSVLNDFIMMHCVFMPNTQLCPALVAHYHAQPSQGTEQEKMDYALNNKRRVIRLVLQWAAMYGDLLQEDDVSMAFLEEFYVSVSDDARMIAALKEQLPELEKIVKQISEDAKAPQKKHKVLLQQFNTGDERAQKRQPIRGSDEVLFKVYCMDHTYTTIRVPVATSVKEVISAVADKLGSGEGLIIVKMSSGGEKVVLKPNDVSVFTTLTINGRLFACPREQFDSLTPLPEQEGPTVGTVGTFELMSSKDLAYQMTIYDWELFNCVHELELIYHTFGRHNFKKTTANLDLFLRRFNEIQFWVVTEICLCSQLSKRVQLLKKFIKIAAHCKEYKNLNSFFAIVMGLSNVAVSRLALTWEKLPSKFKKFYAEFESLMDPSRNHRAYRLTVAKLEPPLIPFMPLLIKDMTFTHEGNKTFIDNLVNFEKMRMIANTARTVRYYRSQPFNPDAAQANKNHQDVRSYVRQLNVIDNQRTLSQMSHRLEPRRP
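Nucleotide exchange monitored as fluorescence drop when BODIPY-GDP leaves Rap1B. Reaction: 100 nM EPAC2, 250 nM RAP1B-BODIPY-GDP, 50 uM GDP, room temperature, kinetic read over 30 min. Activity expressed relative to 6.5 mM cAMP.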
EPAC1 antagonist = qHTS for Antagonist of cAMP-regulated guanine nucleotide exchange factor 3 (EPAC1): primary screen. Potency, µM (series often up to 115 µM), inactives show at the highest dose activity change, negative = inhibition, usual class: inhibitors. actives 0.14% (n = 360,000). EPAC1 GEF assay, Rap1b-BODIPY-GDP exchange fluorescence. Rap guanine nucleotide exchange factor 3 (Homo sapiens), O95398. AID 720709, 2013;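 note: potency is the fitted concentration of half-maximal effect; plate controls were vehicle for no effect and positive control for full effect; nearly all actives have a fitted effect of over 50% in size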
IL2 activator = qHTS of IL-2 Activators | IL-2 activation reporter assay, cell-based qHTS; stimulated with anti-CD3/CD4/CD28 beads; in transgenic mouse T cells | activation, % (series mostly up to about 46 µM) | actives 0.065% (n = 360,000) | AID 652025, 2013; in the data active = activation above about 50%; inconclusive = mostly about 30% to 49%; note: 0% is about no effect
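Readout is EGFP and DsRed signal by fluorescent plate cytometry after 18 h at 37 degrees C. Transgenic mouse T cells (750/well) received compound for 60 min before bead stimulation (anti-CD3, anti-CD4, anti-CD28); memory T cells served as non-tolerant control.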
Numbers without * were called inactive; ? = inconclusive; · = not tested or not shown; [ ] = another dose, or the depositor's remark. Unless noted, calls come from the whole dose curve; as a rule, active = well fitted curve in the direction sought with a large enough effect; inconclusive = small, poorly fitted or top-dose-only effect, or another doubt; inactive = no such curve, though single readings can be large; an effect the other way counts as inactive or inconclusive. This is a subset, so the mix of outcomes need not match the whole.

Every second line gives: WRN helicase inh | EPAC1 ag | CCT modulator | PI5P4Ka inh | PLK1 PBD block | EPAC2 agonist | EPAC1 antagonist | IL2 activator
- O=C(CSc1nccn1-c1ccc(F)cc1)Nc1ccc2c(c1)OCO2
 : 1% | 7% | -3.5 | -26 | -14% | 4% | -8% | -0.1
- C[C@H]1O[C@@H](O[C@H]2CC[C@@]3(C)C(CC[C@]4(C)C3C=CC3=C5CC(C)(C)CC[C@]5(CO)[C@H](O)C[C@]34C)[C@]2(C)CO)[C@H](O)[C@@H](O[C@@H]2O[C@H](CO)[C@@H](O)[C@H](O)[C@H]2O)[C@H]1O (some centres not stated)
 : 2% | -12% | 1.3 | 9 | -4% | -6% | -2% | 0.3
- CN1CCN(C(=O)c2cc3nc(-c4ccc(Cl)cc4)cc(C(F)(F)F)n3n2)CC1
 : -13% | -3% | 3.4 | 8 | 0% | -5% | -15% | -2.7
- CCOc1ccc(N(C)C(=O)CCc2nnc3ccc(N4CCCC4)nn23)cc1
 : 10% | -11% | 1.8 | 2 | 1% | 4% | -12% | -1.2
- COC(=O)c1cccc(NC(=O)c2ccc3c(c2)C(=O)N(Cc2cccnc2)C3=O)c1C
 : 0% | -5% | -0.7 | 0 | -6% | -7% | 13% | -3.2
- Cc1ccc(S(=O)(=O)N2CCN(CC(=O)N/N=C/c3cc([N+](=O)[O-])ccc3Cl)CC2)cc1
 : 2% | 6% | -8.4 | 5 | -13% | 17% | -11% | -0.6
- CC12CCC3c4ccc(O)c([N+](=O)[O-])c4CCC3C1CCC2=O (configuration not stated)
 : -6% | -7% | 0.8 | -59* | 3% | -10% | 1% | -2.1
- COc1ccccc1NC(=O)Cn1c(CN2CCCCC2)nc2ccccc2c1=O
 : 1% | 9% | -2.7 | · | -1% | 10% | 4% | -2.5
- COCC(=O)N(C)C[C@@H]1Oc2ncc(Br)cc2C(=O)N([C@@H](C)CO)C[C@H]1C
 : 6% | -14% | -1.6 | 2 | -15% | 10% | -16% | -4.7
- CCc1ccc(N2C(=O)CN(Cc3ccccc3)C2=S)cc1
 : -9% | 11% | 1.1 | 6 | -1% | 5% | -28% | -2.9
- O=C(NN1C(=O)C2C3c4ccccc4C(c4ccccc43)C2C1=O)c1ccc(Cl)cc1 (configuration not stated)
 : -1% | 12% | -2.6 | 3 | -12% | 4% | -17% | -0.1
- CCCC1OC(c2ccco2)OCC1CC (configuration not stated)
 : -11% | -15% | -0.6 | 0 | -12% | -10% | ? | -0.7
- O=C(NN1CCOCC1)c1ccc(Cl)cc1
 : 1% | -4% | -0.2 | 1 | -2% | 0% | 13% | 0.1
- O=C(CNC(=S)NC(=O)c1ccc(Cl)cc1)c1ccccc1
 : 7% | 11% | -0.2 | -7 | -11% | -13% | -27% | -0.6
- Fc1ccc(-c2nnn(Cc3nc4ccccc4s3)n2)cc1
 : -9% | 0% | -2.3 | 1 | -4% | 9% | -7% | 1.3
- CCCCN(CC)CCCNC(=O)Cn1nc(Cc2cccnc2)c2ccccc2c1=O
 : -3% | 6% | -1.1 | · | -8% | 7% | -13% | -1.7
- CCCCc1cc(=O)oc2cc(C)cc(OCC(=O)NCc3cccnc3)c12
 : 5% | -15% | 1.5 | -4 | -17% | 4% | -14% | -1.9
- COc1cc(NC(=O)CN2C(=O)C(c3ccccc3)=NC23CCCCCC3)cc(OC)c1
 : -23% | 8% | -0.2 | 5 | -13% | 19% | ? | 1.5
- CC(C)(C)c1ccc(OC(=O)c2ccccc2)cc1
 : 2% | 13% | -2.4 | 15 | -15% | 1% | -20% | -0.4
- O=C(CSc1nnc(-c2ccncc2)n1C1CCCCC1)Nc1ccccc1
 : 8% | -2% | -1.7 | 1 | -3% | 0% | -17% | -1.4
- C/C(Cc1ccccc1)=N\NC(=O)CNC(=O)c1ccc2c(c1)OCCO2
 : -2% | -3% | -1.2 | -10 | 2% | 2% | 0% | -3.4
- Cc1nc(N)c(C#N)c(-c2cccnc2)c1C
 : -9% | 5% | 1.4 | 0 | -2% | 0% | -14% | -0.4
- Cc1oc(-c2ccccc2Cl)nc1CSCC(=O)NC1CC1
 : -7% | 6% | -2.5 | · | -1% | -3% | -2% | 4.9
- Cn1cc(Br)c(C(=O)NC2C3CC4CC(C3)CC2C4)n1 (configuration not stated)
 : 1% | -1% | 0.0 | -1 | 1% | -2% | 9% | -0.6
- CC(=O)c1cnc(Nc2cccc(C)c2)s1
 : 7% | -7% | -1.4 | 10 | -1% | 7% | -32% | 0.5
- Cc1n[nH]c(C)c1S(=O)(=O)N1CCCC(C(=O)Nc2nccs2)C1 (configuration not stated)
 : -3% | 3% | -4.8 | 4 | 3% | 7% | -2% | -0.5
- CCOC(=O)c1sc2nc(C)c([N+](=O)[O-])c(COC)c2c1N
 : 1% | -9% | -0.5 | 7 | -1% | 2% | 11% | -2.7
- COC(=O)c1sc2nc(-c3ccccc3)c3c(c2c1N)CCCC3
 : 0% | 8% | -5.1 | 1 | -10% | 8% | -2% | 1.2
- CCOC(=O)C1CCCN(Cc2ccc(OC)cc2OC)C1 (configuration not stated)
 : 3% | 5% | 0.8 | 0 | -2% | 2% | 1% | -0.4
- CCn1c(COc2ccccc2)nnc1SCC(=O)C(C)(C)C
 : -7% | 0% | 3.4 | 6 | -3% | -16% | ? | -3.2

Part of the list above, bar-delimited.
Compound | WRN helicase inh | EPAC1 ag | CCT modulator | PI5P4Ka inh | PLK1 PBD block | EPAC2 agonist | EPAC1 antagonist | IL2 activator
Cc1oc(-c2ccccc2Cl)nc1CSCC(=O)NC1CC1 | -7% | 6% | -2.5 | · | -1% | -3% | -2% | 4.9
Cn1cc(Br)c(C(=O)NC2C3CC4CC(C3)CC2C4)n1 (configuration not stated) | 1% | -1% | 0.0 | -1 | 1% | -2% | 9% | -0.6
CC(=O)c1cnc(Nc2cccc(C)c2)s1 | 7% | -7% | -1.4 | 10 | -1% | 7% | -32% | 0.5
Cc1n[nH]c(C)c1S(=O)(=O)N1CCCC(C(=O)Nc2nccs2)C1 (configuration not stated) | -3% | 3% | -4.8 | 4 | 3% | 7% | -2% | -0.5
CCOC(=O)c1sc2nc(C)c([N+](=O)[O-])c(COC)c2c1N | 1% | -9% | -0.5 | 7 | -1% | 2% | 11% | -2.7
COC(=O)c1sc2nc(-c3ccccc3)c3c(c2c1N)CCCC3 | 0% | 8% | -5.1 | 1 | -10% | 8% | -2% | 1.2
CCOC(=O)C1CCCN(Cc2ccc(OC)cc2OC)C1 (configuration not stated) | 3% | 5% | 0.8 | 0 | -2% | 2% | 1% | -0.4
CCn1c(COc2ccccc2)nnc1SCC(=O)C(C)(C)C | -7% | 0% | 3.4 | 6 | -3% | -16% | ? | -3.2

Carrying on.
Every second line gives: WRN helicase inh | EPAC1 ag | CCT modulator | PI5P4Ka inh | PLK1 PBD block | EPAC2 agonist | EPAC1 antagonist | IL2 activator
- CCOc1cc(/C=N/N2CCOCC2)ccc1OCc1ccc(C(=O)OC)o1
 : 5% | 4% | -2.1 | 4 | -10% | 11% | -21% | -3.3
- CC(C)(C)CC(C)(C)NCC(O)COc1ccc2c(c1)CCC2 (configuration not stated)
 : 0% | 3% | -2.9 | 4 | -10% | 5% | 9% | -1.7
- Cc1cc(C)nc(NS(=O)(=O)c2ccc(NC(=O)c3cc(-c4ccccc4)nc4ccccc34)cc2)n1
 : -7%[11.6 µM] | 8% | 1.5 | -13 | -25% | 5% | -21% | -2.9
- C=CCn1c(SCC(=O)N(C)C2CCCCC2)nnc1C1CC1
 : -23% | -4% | -0.3 | -7 | -5% | -4% | -10% | 0.4
- CCc1ccc(C2=NN(CCC(=O)NCC3CCCO3)C(=O)CC2)cc1 (configuration not stated)
 : 0% | 3% | 0.2 | 4 | 3% | 9% | 18% | -1.9
- CCOc1cc(/C=C/C(=O)Nc2ccc(C(=O)NCCN(CC)CC)cc2)ccc1OCC(C)C
 : -9% | -25% | -0.7 | -2 | -4% | -4% | -14% | -1.0
- Cc1cc(C)cc(Cn2cc(CN3CC(N4CCCC4)CS3(=O)=O)nn2)c1 (configuration not stated)
 : -2% | -6% | -1.2 | -1 | 2% | -2% | 10% | -0.1
- CCCCC(=O)Nc1cccc(NC(=O)CC)c1
 : -3% | -1% | -1.6 | 0 | -2% | -10% | -3% | 2.4
- COc1ccc(NC(=O)CN(C)C(=O)c2cccnc2Sc2ccc(C)c(C)c2)cc1
 : 5% | 12% | -2.9 | -4 | -7% | -1% | 3% | -5.7
- CC(=O)Nc1ccc(CN2CCC(n3nccc3NC(=O)CCc3ccccc3)CC2)cc1
 : -4% | 6% | 0.1 | 2 | ? | 5% | 4% | -0.5
- Cc1occc1C(=O)Nc1cccc(S(=O)(=O)N2CCOCC2)c1
 : 16% | -2% | -3.3 | 4 | -3% | 1% | 3% | 0.8
- CC1(NC(=O)Nc2ccccc2)CCS(=O)(=O)C1 (configuration not stated)
 : -7% | -1% | 2.4 | -7 | -7% | 8% | 7% | 0.1
- O=C(Nc1nc2ccc(S(=O)(=O)N3CCOCC3)cc2s1)c1cccs1
 : -1% | -2% | -1.0 | 0 | -23% | 4% | -2% | -0.3
- NC(=O)N/N=C/c1cc(Br)ccc1OCC(=O)NCc1ccccc1
 : 12% | -9% | -1.6 | 2 | -3% | 2% | 14% | -0.8
- CC(C)CC1(C)NC(=O)NC1=O (configuration not stated)
 : -15% | -6% | 1.0 | 7 | -1% | 5% | 1% | 0.4
- NC1=NC2(CCCCC2)n2c(nc3ccccc32)N1
 : 1% | 0% | -1.9 | -5 | 1% | -7% | 3% | 1.2
